TRPC6 act: activates the mouse TRPC6 cation channel; HEK293-TRPC6 membrane potential dye fluorescence; active compounds read high; B-score at 10 µM; 310,000 tested, 0.13% active;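 active = B-score of the integrated fluorescence ratio above library mean plus 3 SD, and starting fluorescence ratio within library mean plus 5 SD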;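 also: higher score means more depolarization so channel activation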
TRPC4 agonist: TRPC4 (mouse) channel activation. 310,000 tested, 0.49% active. HEK293 TRPC4beta/mu-opioid, Fluo4 calcium fluorescence; active compounds read high. B-score at 10 µM. Q9QUQ5;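 active = B-score above 5 SD of library B-scores, and initial fluorescence ratio not above library mean plus 5 SD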;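 also: positive B-score marks a calcium rise read as TRPC4 activation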
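Assay system: HEK293 stable line with TRPC4beta plus mu-opioid receptor; schedule: 45 min room-temperature Fluo4 loading, 110 s read; technique: kinetic Fluo4 calcium fluorescence; evaluation: integrated baseline-normalised fluorescence ratio, converted to per-well B score; controls: buffer (low) and maximal DAMGO (high)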
TRPC6 inh: mouse TRPC6 channel inhibition; Q61143; HEK293-TRPC6, membrane potential dye, ACh-evoked depolarization; active compounds read low; B-score at 10 µM; 310,000 tested, 1.1% active; AID 2553;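 active = B-score under library mean minus 3 SD, initial fluorescence not abnormally high, positive integrated signal ratio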;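 also: B-score derived from integrated fluorescence ratio over the kinetic read; more negative B-score means stronger inhibition of depolarization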
MrgX1 ag: agonists of human MrgX1 receptor. Q96LB2. 310,000 tested, 0.44% active. AID 588627. MrgX1-HEK293 cells, Fluo-4 calcium fluorescence, agonist mode; active compounds read high. B-score at 10 µM;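 active = calcium response B-score plate-corrected fluorescence ratio at least 3 library SD, with starting fluorescence B-score inside 5 SD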
Target sequence (Q96LB2 whole entry, looked up): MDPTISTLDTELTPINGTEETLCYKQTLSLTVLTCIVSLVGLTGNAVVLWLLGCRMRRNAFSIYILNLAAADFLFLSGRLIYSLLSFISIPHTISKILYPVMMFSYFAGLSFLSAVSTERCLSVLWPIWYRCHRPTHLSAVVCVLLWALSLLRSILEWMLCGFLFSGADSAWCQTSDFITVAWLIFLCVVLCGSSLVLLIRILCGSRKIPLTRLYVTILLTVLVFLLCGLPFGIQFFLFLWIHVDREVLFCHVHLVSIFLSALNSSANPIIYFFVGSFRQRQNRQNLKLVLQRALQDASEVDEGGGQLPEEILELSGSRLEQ
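System: HEK293 cells stably expressing human MrgX1 receptor; Dosing: test compound in the initial addition of three; Schedule: overnight plating, then 30 min 37 °C plus 30 min room-temperature dye loading; Detection: kinetic calcium dye fluorescence, Fluo-4 NW; Controls: per-plate positive and negative controls for Z′ factor.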
TRPC4 potent: TRPC4 (mouse) allosteric potentiation; Q9QUQ5; HEK293 TRPC4beta/mu-opioid, DAMGO EC20, Fluo-4 Ca2+ flux; active compounds read high; B-score at 10 µM; 310,000 tested, 0.42% active; AID 2227;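 active = B-score of calcium response area above 5 SD of library B-scores, with initial fluorescence ratio within 5 SD of library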;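 also: B-score of integrated fluorescence ratio over time as area under calcium response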
TMEM16A inh: inhibitors of mouse TMEM16A calcium-activated chloride channel; Q8BHY3; HEK293 TMEM16A/YFP iodide influx fluorescence, ionomycin; normalized B-score (activity score, 25-100; higher = stronger inhibition) at 10 µM; 310,000 tested, 1.2% active;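 active = ratio plate-corrected score three or more library SD toward inhibition, starting fluorescence score within five deviations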;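 also: score derived from kinetic fluorescence span divided by baseline fluorescence per well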
RGS4 block: human RGS4 inhibition | B-score at 10 µM | P49798 | 310,000 tested, 0.45% active | HEK293 M3R/RGS4 inducible, Fluo-4 calcium flux; active compounds read high; triggered by carbachol at its EC20 | AID 463165;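 active = B-score, a plate-corrected calcium signal, over three deviations above library mean, with baseline fluorescence within five deviations of library mean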;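 also: RGS4 expression induced by doxycycline in cells with stable M3 receptor; B-score is computed from the integrated fluorescence ratio over baseline after carbachol; higher B-score means a larger calcium signal and so more RGS4 inhibition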
Target sequence (P49798 whole entry, looked up): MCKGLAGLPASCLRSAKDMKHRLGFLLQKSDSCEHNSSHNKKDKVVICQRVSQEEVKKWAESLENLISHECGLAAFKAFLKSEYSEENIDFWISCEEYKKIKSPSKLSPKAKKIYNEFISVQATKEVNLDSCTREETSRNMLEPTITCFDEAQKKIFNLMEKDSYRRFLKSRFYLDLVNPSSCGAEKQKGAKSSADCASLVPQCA
MrgX1 PAM: human MrgX1 positive allosteric modulation, primary screen; B-score at 10 µM; MrgX1-HEK293, Fluo-4 calcium flux, FDSS; active compounds read high; 310,000 tested, 0.63% active; Q96LB2;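 active = plate-corrected calcium response at least 3 library SD above typical, normal starting fluorescence, not activating the receptor alone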;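 also: compound read alongside a low EC10 to EC30 dose of BAM8-22 agonist; peak minus trough fluorescence over baseline measured at the second addition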
TRPC4 block: blocks the mouse TRPC4 cation channel | HEK293 TRPC4beta/mu-opioid, DAMGO-evoked Fluo4 calcium flux; active compounds read low | B-score at 10 µM | 300,000 tested, 0.39% active | Q9QUQ5;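 active = B-score over 3 SD under the library average, no early fluorescence shift, positive overall ratio signal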
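Signal: kinetic Fluo4 fluorescence imaging of calcium influx. Material: stable TRPC4beta/mu-opioid receptor HEK293 cells. Probe or stimulus: DAMGO in two steps, submaximal then maximal.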
MrgX1 antag: human MrgX1 receptor antagonism, primary screen; Q96LB2; 310,000 tested, 1.3% active; B-score at 10 µM; MRGX1-HEK293 calcium flux, Fluo-4, BAM8-22 antagonism; active compounds read low; AID 588676;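 active = calcium-response B-score plate-corrected more than 3 library SD below zero, starting fluorescence within 5 deviations, no agonist response on first addition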;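 also: peak minus trough fluorescence over baseline after final BAM8-22 challenge near maximal dose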
ANO1 activ: activators or potentiators of mouse TMEM16A chloride channel; Q8BHY3; HEK293 TMEM16A/YFP-H148Q/I152L, iodide quench fluorescence; active compounds read low; B-score at 10 µM; 340,000 tested, 0.3% active; AID 623877;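 active = fluorescence-ratio B-score plate-corrected deviation score at least 3 library SD below zero, with starting fluorescence score within 5 deviations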;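 also: channel opened by trigger with iodide after compound preincubation; score built on the fluorescence ratio of max minus min over baseline; more negative score means more quench and so TMEM16A activation or potentiation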
Numbers without * were called inactive; i = inactive; . = no result given. Compounds as they come, and some 5.8% of all compounds hit somewhere here.

Results follow in this order: TRPC4 potent	MrgX1 ag	MrgX1 PAM	TMEM16A inh	RGS4 block	MrgX1 antag	TRPC4 block	TRPC4 agonist	TRPC6 act	TRPC6 inh	ANO1 activ
- COC(=O)c1ccc(-c2n[nH]c(=O)c3ccccc23)cc1
    i	i	i	i	i	i	i	i	i	i	i
- O=C(COC(=O)CCSc1ccc(Cl)cc1)NCCc1ccccc1
    i	i	i	i	i	i	i	i	i	i	i
- CC1=C(C(N)=O)C(c2ccccc2)n2nc(-c3cccc(C)c3)nc2N1 (stereo not given)
    i	i	i	i	i	i	i	i	i	i	i
- Cc1cc2c(cc1C)C(c1cccc([N+](=O)[O-])c1)CC(=O)N2 (stereo not given)
    i	i	i	i	i	i	i	i	i	i	i
- CCn1c(SCC(=O)N/N=C/C=C/c2ccccc2[N+](=O)[O-])nnc1-c1ccccc1
    i	i	i	i	i	i	i	i	i	i	i
- CC(/C=N/n1c(-c2ccncc2)n[nH]c1=S)=C\c1ccco1
    i	i	i	i	i	i	i	i	i	i	i
- Cc1ccc(NC(=O)c2cc(-c3ccc(C)o3)nc3ccccc23)cc1
    i	i	i	i	i	i	i	i	i	i	i
- CC(C)Oc1ccc(/C=N/NC(=O)C2CCCN2S(=O)(=O)c2ccc(Cl)cc2)cc1 (stereo not given)
    i	i	i	i	i	i	i	i	i	i	i
- O=C(NCc1ccccc1)c1ccc(CSc2ccccc2)o1
    i	i	i	i	i	i	i	i	i	i	i
- CCOC(=O)C1CCN(C(=O)CCC(=O)NCCc2ccc(Cl)cc2)CC1
    i	i	i	i	i	i	i	i	i	i	i
- O=C(O)[C@H]1CCCC[C@H]1C(=O)Nc1ccc(S(=O)(=O)N2CCOCC2)cc1
    i	i	i	i	i	i	i	i	i	i	i
- CCn1cc(/C=C(\NC(=O)c2ccccc2OC)C(=O)N2CCN(C)CC2)c2ccccc21
    i	i	i	i	i	i	i	i	i	i	i
- CSc1ccccc1OCc1cc(C(=O)NC2CCOC2)no1 (stereo not given)
    i	i	i	i	i	i	i	i	i	i	i
- COc1ccc(NS(=O)(=O)c2cccc(C(=O)NNC(=O)NCCCl)c2)cc1
    i	i	i	i	i	i	i	i	i	i	i
- Cc1cc(C(=O)N/N=C/c2ccc(-c3cccc(Br)c3)o2)n[nH]1
    i	i	i	i	i	i	i	i	i	i	i
- O=C(O)CSc1nnc(-c2ccc(Cl)cc2Cl)n1-c1ccc(Cl)cc1
    i	i	i	i	i	i	i	i	i	i	i
- C=CCNC(=O)C(C)N1C(=O)c2ccccc2C1=O (stereo not given)
    i	i	i	i	i	i	i	i	i	i	i
- O=[N+]([O-])c1ccc(N2CCN(c3nc(-c4ccc(Cl)cc4)cs3)CC2)cc1
    i	i	i	i	i	i	i	i	i	i	i
- COc1ccc(/C=C/C(=O)NC(C)(C)C)cc1S(=O)(=O)N1CCOCC1
    i	i	i	i	i	i	i	i	i	i	i
- O=C(Cn1nnc(-c2ccc(CN3CCOCC3)cc2)n1)N(c1ccccc1)c1ccccc1
    i	i	i	i	i	-8.6*	i	i	i	i	i
- CCCCNC(=O)Nc1nc(SCC(=O)OCC)n[nH]1
    i	i	i	i	i	i	i	i	i	i	i
- COc1ccc(-n2c(COc3cccc4ccccc34)nnc2SCC#N)cc1
    i	i	i	i	i	i	i	i	i	i	.
- Cc1oc(-c2ccc(Cl)cc2)nc1CN1CCC(C(=O)N2CCc3ccccc3C2)CC1
    15*	i	i	i	i	i	i	i	14*	i	i
- COc1cc(C2C(C(N)=O)=C(C)Nc3nc(CCCO)nn32)cc(OC)c1OC (stereo not given)
    i	i	i	i	i	i	i	i	i	i	i
- Cc1ccc(NC(=O)C2CCN(S(=O)(=O)c3ccccc3)CC2)cc1
    i	i	i	i	i	i	i	i	i	i	i
- COc1cc(SC)ccc1C(=O)Nc1ccc2c(c1)OCO2
    i	.	.	.	i	.	i	i	i	i	i
- CC(=O)Nc1ccc(S(=O)(=O)NNC(=O)c2cc3c4ccccc4n(C)c3s2)cc1
    i	i	i	i	i	i	i	i	i	i	i
- CSc1ccc(S(=O)(=O)NCC(=O)OCC(=O)NC2(C#N)CCCCC2)cc1[N+](=O)[O-]
    i	i	i	i	i	i	i	i	i	i	i
- CCN(CC)C(=O)C1CCCN(Cc2ccc(N(C)C)cc2)C1 (stereo not given)
    i	i	i	i	i	i	i	i	i	i	i
- O=C(Nc1ccccc1Oc1cccnc1)C1CCCN(C/C=C/c2ccc(F)cc2)C1 (stereo not given)
    i	i	i	i	i	i	i	i	i	i	i
- CN(C)/C=C1\C(=O)N(C)N=C1C(F)(F)F
    i	i	i	i	i	i	i	i	i	i	i
- COc1ccc(Br)cc1/C=C\C(=O)NCc1cccnc1
    i	i	i	i	i	i	i	i	i	i	i
- Cc1ccc(CNC(=O)C2CCC(=O)N2Cc2ccc(C)cc2)cc1 (stereo not given)
    i	i	i	i	i	i	i	i	i	i	i
- CN1C(=O)/C(=C\c2ccccc2F)Sc2ccc(C(=O)NC3CCN(Cc4ccccc4)CC3)cc21
    i	i	i	i	i	i	i	i	i	i	i
- O=C(NC1CCCCCCC1)C1c2ccccc2C(=O)N1Cc1cccs1 (stereo not given)
    i	i	i	i	i	i	i	i	i	i	i
- Cc1ccccc1N1CCN(C2CCCN(C(=O)c3csc(C(C)C)n3)C2)CC1 (stereo not given)
    i	i	i	i	i	i	i	i	i	i	i
- CCCn1c2ccc(F)cc2c2nnc(NN)nc21
    11*	i	i	i	i	i	i	i	i	i	i
- O=C1NC(NS(=O)(=O)c2ccc(Cl)cc2)(C(F)(F)F)C(=O)N1CCc1ccccc1 (stereo not given)
    i	i	i	i	i	i	i	i	i	i	.
- Cc1cccc(CC(=O)N2CCN(C(=O)c3ccco3)CC2)c1
    i	i	i	i	i	i	i	i	i	i	i
- COc1cccc(N2CC(=O)N(NC(=O)c3sc4nc(C)cc(C)c4c3N)CC2=O)c1
    i	i	i	i	i	i	i	i	i	i	i
- O=C(Oc1ccc(-c2cnc3ccccc3n2)cc1)c1ccc(Br)o1
    i	i	i	i	i	i	i	i	i	i	i
- O=C(CN1CCOCC1)Nc1ncccn1
    i	i	i	i	i	i	i	i	i	i	i
- NC1=NC(=O)/C(=C/c2ccc(-c3ccc(S(N)(=O)=O)cc3)o2)S1
    i	i	i	i	i	-4.7*	i	i	i	i	i
- CC(C)=CCN1CCN(Cc2ccc(Oc3ncccn3)cc2)CC1CCO (stereo not given)
    i	i	i	i	i	i	i	i	i	i	i
- CCOC(=O)c1ccccc1NC(=O)/C=C/C(=O)O
    i	i	i	i	i	i	i	i	i	i	i
- CCOc1nc(NCCN2CCOCC2)nc(Nc2ccc([N+](=O)[O-])cc2)n1
    i	i	i	i	i	i	i	i	i	i	i
- Cc1ccc(C)c(NC(=O)CSc2nnc(-c3ccccc3)o2)c1
    i	i	i	100*	i	i	i	i	i	i	i
- CCO[C@H]1OC(C(=O)N2CCN(C)CC2)=C[C@@H](c2coc3ccccc3c2=O)[C@@H]1CCCO
    i	i	i	i	i	i	i	i	i	i	i
- CCCCC(CC)C(=O)Nc1ccc(S(=O)(=O)Nc2nccs2)cc1 (stereo not given)
    i	i	i	i	i	i	i	i	i	i	i
- CC(NS(=O)(=O)c1ccc(Br)cc1)C(c1cccs1)N1CCOCC1 (stereo not given)
    i	i	i	i	i	i	i	i	i	i	i
- CN1C(=O)/C(=C/c2cccc(Cl)c2)Sc2ccc(C(=O)NCc3cccnc3)cc21
    i	i	i	i	i	i	i	i	i	i	i
- Brc1ccc(-c2nc(-c3ccccc3)no2)o1
    i	i	i	i	i	i	i	i	i	i	i
- Cc1nnc(SCc2nc3ccccc3nc2C)s1
    i	i	i	i	i	i	i	i	i	i	i
- CCOC(=O)c1c(C)n(C)c2ccc(OC)c(NC(=O)CN3CCCCC3)c12
    i	i	i	i	i	i	i	i	i	i	i
- Cc1cc(-c2nc3ccccc3[nH]2)ccc1N
    i	i	i	i	i	i	i	i	i	i	i
- CC(C)(CNS(=O)(=O)c1ccc(Cl)cc1)N1CCCCC1
    i	i	i	i	i	i	i	i	i	i	i
- O=Cc1cn(CCC(=O)O)nc1-c1cccc2ccccc12
    i	i	i	i	i	i	i	i	i	i	i
- CCCSc1nnc(NC(=O)c2ccco2)s1
    i	i	i	i	i	i	i	i	i	i	i
- Cn1cc(C(=O)NC2CCCCCCC2)c(=O)c2cc(S(=O)(=O)N3CCCC3)ccc21
    i	i	i	i	i	i	i	i	i	i	i
- CCCCCN(C(=O)CCC(=O)OC(C)C(=O)NC1CCCCC1)c1c(N)n(CCCC)c(=O)[nH]c1=O (stereo not given)
    i	i	i	i	i	i	i	i	i	i	i

The list goes on.
Results follow in this order: TRPC4 potent	MrgX1 ag	MrgX1 PAM	TMEM16A inh	RGS4 block	MrgX1 antag	TRPC4 block	TRPC4 agonist	TRPC6 act	TRPC6 inh	ANO1 activ
- CCCCN(c1ccccc1)S(=O)(=O)c1ccc2c(c1)CCN2C(=O)CCC(=O)O
    i	i	i	i	i	i	i	i	i	i	i
- Cc1cc(C)c(NC(=O)CC(=O)c2ccccc2)c(Cl)c1
    i	i	i	i	i	i	i	i	i	i	i
- Cc1ccc(C)c(S(=O)(=O)N2CCCC2CNC(=O)C(=O)NCCc2ccco2)c1 (stereo not given)
    i	i	i	i	i	i	i	i	i	i	i
- NC(=O)CSc1nnnn1CC(CC(=O)O)c1ccccc1 (stereo not given)
    i	i	i	i	i	i	i	i	i	i	i
- COc1ccc(Nc2cc(C)nc3ccccc23)cc1
    i	i	i	i	i	i	-6*	i	i	-5.1*	i
- O=C(CC1COc2ccccc2O1)NCc1ccccc1 (stereo not given)
    i	i	i	i	i	i	i	i	i	i	i
- CCOC(=O)c1cnn(-c2ncnc3sc(CC)cc23)c1N
    i	i	i	i	i	i	i	i	i	i	i
- CCOCCCN(Cc1ccco1)S(=O)(=O)c1csc(C(N)=O)c1
    i	i	i	i	i	i	i	i	i	i	i
- CCOC(=O)N1CCN(CC(=O)Nc2c(C(=O)OC)[nH]c3cc(C)ccc23)CC1
    i	i	i	i	i	i	i	i	i	i	i

Bioassay records deposited in PubChem by Johns Hopkins Ion Channel Center.
